Compound activity from PubChem BioAssay.
T cell modulator – modulates CD8 T cell binding to vesicles; actives 0.068% (n = 330,000); AID 2052; calls only at 7 µM; 2C CD8+ T cell-vesicle binding, flow cytometry; stronger effect = lower value;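 active means response, share of CD8 T cells binding vesicles, and their 90th percentile fluorescence all below set limits, cut at about 80% in these data, passing the limit was not always enough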
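material = purified 2C TCR transgenic mouse naive CD8+ T cells | controls = Unloaded micro-vesicles (low), QL9 vesicles with 0.7% DMSO (high) | detection = cytometric PE anti-B7-1 and Alexa647 anti-CD8 signals after 1% paraformaldehyde fixation | incubation = binding step 1.5 h, 37 °C, antibody labelling 20 min, ice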
Ins promoter up – MIN6 insulin promoter up-regulation. z-score at 5 µM. actives 0.3% (n = 190,000). MIN6 insulin promoter-GFP reporter, high-content imaging; stronger effect = higher value;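 active means z-score above 3 at 5 µM with at least 500 cells counted in the well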
Hep lipid drop – hepatic lipid droplet formation modulation; AML12 mouse hepatocytes, oleate lipid droplets, BODIPY imaging; inhibition, % at 6.5 µM; actives 0.4% (n = 240,000);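 active means lipid droplet intensity inhibited by at least 50%, with more than 500 cells counted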
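Material – mouse AML12 hepatocyte cell line, fixed after treatment · Compound dosing – one dose, 6.5 µM compound · Times – compound with oleate, overnight · Measured by – Image-based BODIPY and DAPI two-channel analysis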
Dynein transport – blocks dynein driven cargo transport along microtubules | AID 1381 | actives 0.47% (n = 220,000) | 3617.4 mouse cells, GR-EGFP nuclear translocation imaging; test concentration mostly 20 µM; stimulated with dexamethasone, 1 µM; stronger effect = lower value | z-score, hits read low;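 active means plate z-score of nuclear minus cytoplasmic receptor signal below a set negative limit, without overly bright fluorescence or cell loss, cut at about -3.5 in these data, passing the limit was not always enough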;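 further: z-score of nuclear minus cytoplasmic ring GR-EGFP intensity difference per well; some compounds called inactive have numbers as strong as hits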
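Buffer or medium – tet-free medium with charcoal-stripped serum · Signal – automated 10x imaging of fixed Hoechst-stained cells · Also added – dexamethasone agonist, 1.0 µM final, for 30 min · Incubation – induction 48 h, compound 1 h, agonist 30 min · Read-out – GR-EGFP nuclear translocation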
b-catenin transl – alters nuclear translocation of beta-catenin in HeLa cells | immunofluorescence imaging | nuclear translocation activity, % at 5 µM | actives 0.3% (n = 190,000);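 active means nuclear translocation activity above 50% at 5 µM, with a well cell count of 50 or more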;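 further: per-cell ratio of nuclear to cytoplasmic median beta-catenin stain intensity; plate controls were DMSO negative control for no effect and GSK-3 inhibitor IX positive control for full effect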
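Assay system: human HeLa cells, native beta-catenin; doses: 5 µM primary, 0.02–20 µM confirmation; incubation: compound treatment 24 h, 37°C, 5% CO2; technique: fluorescence imaging of beta-catenin antibody stain plus DAPI; measure: % activation, nuclear-to-cytoplasmic median beta-catenin signal ratio per cell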
TNAP activation fold – stimulation of alkaline phosphatase TNAP activity – biochemical, luminescent, no phosphate acceptor, uHTS, primary screen (AID 1001); purified TNAP, luminescent activation assay, no phosphate acceptor; higher activation fold means a stronger effect; activation fold at 20 µM; hits with a dose series show EC50 in µM; actives 0.03% (n = 200,000); in the data active means activation fold from about 3, or a potency from the dose series; inactive means the rest, 99 in 100 with activation fold below about 1.6; further: many of its hits are not listed in these tables
Myeloid diff MLP – compounds promoting myeloid differentiation; ER-HoxA9 myeloid progenitors, lysozyme-GFP differentiation, flow cytometry; calls only at 10 µM; actives 1% (n = 360,000);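 active means normalized GFP-positive differentiation at or above the plate's own cutoff, the solvent-only control mean plus 3 SD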;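 further: cells exposed to compound for four days before flow analysis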
MT stabilizer – stabilizes microtubules in HeLa cells; HeLa tubulin immunostaining HCS, 24 h; share of cells brighter than vehicle mean+2SD; % tubulin-high responders, % at 10 µM; actives 0.83% (n = 200,000);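 active means plate Z-score above 3 for both tubulin-high and condensed-nucleus cell shares, with cell loss under 80%, at 10 µM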;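 further: anti alpha tubulin signal scored within the nucleus-defined area of each cell; some results filed as inactive read as strong as hits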
human PMI inhibition – inhibitors of human PMI, primary screen, biochemical, fluorescence intensity, coupled assay (AID 1209). purified PMI enzyme, coupled fluorescence intensity; higher % means a stronger effect. one-dose inhibition, % at 20 µM; IC50 in µM for titrated hits. actives 0.42% (n = 190,000); in the data active means inhibition above about 50%;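 further: plate controls were DMSO vehicle for no effect and wells lacking substrate for full effect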
Dynein transport cytoplasmic EGFP – further read-out of Dynein transport, marked with its call; z-score; measured here: cytoplasmic GR-EGFP intensity; stronger effect = higher value
Dynein transport nuclear GR-EGFP – second read-out of Dynein transport, no call of its own (marks repeat the call); z-score; measured here: nuclear GR-EGFP intensity;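 lower value marks the stronger effect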
Dynein transport cell count – further read-out of Dynein transport, marked with its call; z-score; measured here: cell count per field
Ins promoter up cell count – recorded beside Ins promoter up, whose call it bears; cell count; measured here: cytotoxicity, nuclei count;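 total cells summed across four imaged fields per well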
Hep lipid drop cells 6.5 µM – recorded beside Hep lipid drop, whose call it bears; cell count; measured here: cell count, cytotoxicity flag;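 cells counted across two imaged fields per well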
b-catenin transl cell count 5 µM – further read-out of b-catenin transl, marked with its call; cell count; measured here: cell count, cytotoxicity flag
T cell modulator vesicle-bound % – also measured in T cell modulator; calls as there; double positive events, %; measured here: CD8+ vesicle-bound cell fraction;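 binding gate set so that unloaded-vesicle control wells show 10% double positive cells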
MT stabilizer Hoechst-high % – also measured in MT stabilizer; calls as there; % Hoechst-high responders; measured here: nuclear condensation Hoechst responders;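 share of cells brighter than vehicle mean plus two SD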
MT stabilizer cytotoxicity % – recorded beside MT stabilizer, whose call it bears; toxicity, %; measured here: cytotoxicity by cell density;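 0% = mean cell density of plate MIN control wells and 100% = no cells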
Myeloid diff MLP GFP+ MAC1+ % – also measured in Myeloid diff MLP; calls as there; GFP+ MAC1+ double positive, %; measured here: differentiation confirmed by MAC1 staining
Active calls of the source: *; i = inactive; . = no result given; + = active, no number.

SMILES,T cell modulator,T cell modulator vesicle-bound %,Ins promoter up,Ins promoter up cell count,Hep lipid drop,Hep lipid drop cells 6.5 µM,Dynein transport,Dynein transport cytoplasmic EGFP,Dynein transport nuclear GR-EGFP,Dynein transport cell count,b-catenin transl,b-catenin transl cell count 5 µM,TNAP activation fold,Myeloid diff MLP,Myeloid diff MLP GFP+ MAC1+ %,MT stabilizer,MT stabilizer Hoechst-high %,MT stabilizer cytotoxicity %,human PMI inhibition
CCCOC(=O)c1ccc(OCC(O)Cn2c(C)nc3ccccc32)cc1 (stereo not drawn),.,.,.,.,-2,627,2.2,-0.15,1.3,-0.69,-1.4,1093,0.9,i,11,2.6,1.0,1.6,10%
Cc1cc(Cl)c2c(c1)[C@]1(C(=O)N2)[C@@H]2C(=O)N(Cc3ccccc3)C(=O)[C@@H]2[C@@H]2CCCN21,i,23,0.58,1192,.,.,-0.6,-0.032,-0.068,0.3,0.2,801,1,i,0.9,5.4,2.6,7.2,7%
COc1ccc(CCNc2ccc(C(=O)O)cc2[N+](=O)[O-])cc1OC,i,12,-0.54,1131,-2,671,0.74,-0.36,-0.076,-0.49,-0.2,1026,1.1,i,0.5,2.9,2.1,2.4,-10%
CCOC(=O)CSc1nnc(CNC(=O)c2cccs2)n1CCc1ccccc1,i,43,1.2,1620,.,.,-0.4,-0.22,-0.13,0.43,-2.1,764,1,i,6.4,2.3,0.9,0.3,-4%
CCCCC(=O)N(c1ccc(OC)cc1)C1C=CS(=O)(=O)C1 (stereo not drawn),i,13,-0.01,1106,3,740,-0.43,-0.23,0.29,-0.26,.,.,1.1,i,8.8,3.8,1.4,0.9,3%
Cc1cc(Cl)cc(Br)c1OCCCCn1cncn1,i,34,0.11,1209,-9,623,0.021,-0.23,-0.034,0.31,.,.,1.1,+,6.6*,3.5,2.5,17,3%
COc1ccc(S(=O)(=O)Cc2ccc(C(=O)NC(C)C)o2)cc1,i,35,-0.25,1180,11,649,-0.52,-0.18,0.0095,-0.14,3.7,973,1,i,1.9,4.6,1.7,9.4,14%
O=C(NNC(=S)NCC1CCCO1)c1cccc(S(=O)(=O)N2CCOCC2)c1 (stereo not drawn),i,24,-0.27,1643,1,715,-0.8,-0.15,0.0034,-0.1,-2.1,1107,2.1,i,0.3,3.2,2.3,6.4,7%

Retrieved by structure from the list above (two):
SMILES,T cell modulator,T cell modulator vesicle-bound %,Ins promoter up,Ins promoter up cell count,Hep lipid drop,Hep lipid drop cells 6.5 µM,Dynein transport,Dynein transport cytoplasmic EGFP,Dynein transport nuclear GR-EGFP,Dynein transport cell count,b-catenin transl,b-catenin transl cell count 5 µM,TNAP activation fold,Myeloid diff MLP,Myeloid diff MLP GFP+ MAC1+ %,MT stabilizer,MT stabilizer Hoechst-high %,MT stabilizer cytotoxicity %,human PMI inhibition
COc1ccc(CCNc2ccc(C(=O)O)cc2[N+](=O)[O-])cc1OC,i,12,-0.54,1131,-2,671,0.74,-0.36,-0.076,-0.49,-0.2,1026,1.1,i,0.5,2.9,2.1,2.4,-10%
O=C(NNC(=S)NCC1CCCO1)c1cccc(S(=O)(=O)N2CCOCC2)c1 (stereo not drawn),i,24,-0.27,1643,1,715,-0.8,-0.15,0.0034,-0.1,-2.1,1107,2.1,i,0.3,3.2,2.3,6.4,7%

Next section
SMILES,T cell modulator,T cell modulator vesicle-bound %,Ins promoter up,Ins promoter up cell count,Hep lipid drop,Hep lipid drop cells 6.5 µM,Dynein transport,Dynein transport cytoplasmic EGFP,Dynein transport nuclear GR-EGFP,Dynein transport cell count,b-catenin transl,b-catenin transl cell count 5 µM,TNAP activation fold,Myeloid diff MLP,Myeloid diff MLP GFP+ MAC1+ %,MT stabilizer,MT stabilizer Hoechst-high %,MT stabilizer cytotoxicity %,human PMI inhibition
CCOC(=O)c1oc2ccccc2c1CN1CCN(C)CC1,i,46,0.2,1278,15,719,0.64,-0.24,0.31,-0.55,-2.5,1104,1.1,i,1.2,4.5,1.6,0.3,-13%
CC(C)(C)c1ccc(C(=O)N2CCN(CCNC(=O)C(=O)NCc3ccccc3)CC2)cc1,i,27,-1.5,1076,12,699,0.44,-0.24,0.33,0.38,-0.5,506,1,i,0.9,3.1,1.3,9.4,-13%
COc1ccc([C@H]2[C@@H](C#N)[C@H](C#N)N3CCCN23)cc1,i,20,-0.12,795,33,805,-0.2,-0.16,0.36,-1.6,4.9,1003,1.1,i,1.0,3.2,1.9,4.6,12%
Cc1nc2cc(Cl)c([N+](=O)[O-])cc2s1,i,42,-0.07,1456,0,731,-0.088,-0.074,-0.017,0.099,-0.1,973,1,i,0.6,3.0,0.9,3.8,-4%
C#CCOC(=O)C1C2C=CC(C2)C1C(=O)O (stereo not drawn),i,28,-1.7,1100,8,727,0.81,-0.11,1,-0.35,0.0,1202,1.1,i,6.7,3.3,2.3,10.0,10%
CSc1nnc(CCCCCNC(=O)OC(C)(C)C)o1,i,36,0.34,1006,-1,698,0.06,-0.24,0.34,-0.34,-1.8,1358,.,i,0.6,.,.,.,.
O=C(CN1C(=O)/C(=C/c2ccccc2F)Sc2ccccc21)N1CCN(c2ccccn2)CC1,i,56,-0.72,1243,2,730,0.17,-0.24,0.012,0.59,3.1,1085,1,i,0.3,2.6,2.4,6.7,2%
Cc1ccc(N2CCCn3c2nc2c3c(=O)n(CC(=O)OCc3ccccc3)c(=O)n2C)cc1C,.,.,0.93,1257,.,.,.,.,.,.,-4.3,791,0.9,.,.,.,.,.,-10%

Next section
SMILES,T cell modulator,T cell modulator vesicle-bound %,Ins promoter up,Ins promoter up cell count,Hep lipid drop,Hep lipid drop cells 6.5 µM,Dynein transport,Dynein transport cytoplasmic EGFP,Dynein transport nuclear GR-EGFP,Dynein transport cell count,b-catenin transl,b-catenin transl cell count 5 µM,TNAP activation fold,Myeloid diff MLP,Myeloid diff MLP GFP+ MAC1+ %,MT stabilizer,MT stabilizer Hoechst-high %,MT stabilizer cytotoxicity %,human PMI inhibition
Cn1cnnc1SCC(=O)Nc1ccc(Cl)c(S(=O)(=O)N2CCOCC2)c1,i,33,-1,1317,-30,683,-0.41,-0.29,0.21,1.5,-1.5,1171,1,i,0.3,4.1,2.7,9.5,-15%
COC(=O)Nc1ccc(S(=O)(=O)Nc2ccc(C)cc2)cc1,.,.,-0.24,937,-7,753,-0.59,0.16,0.13,0.71,.,.,0.9,.,.,1.3,1.2,6.8,-12%
CCC(C)Sc1nc2c(c(=O)[nH]c(=O)n2C)n1Cc1ccccc1Cl (stereo not drawn),i,34,-1.4,1299,-15,690,.,.,.,.,0.0,1037,1.1,i,4.2,.,.,.,6%
Oc1cccc(C(Nc2nccs2)c2ccc3cccnc3c2O)c1 (stereo not drawn),i,30,-2.3,569,-13,616,-0.86,-0.16,0.04,1.5,3.4,887,2,.,.,8.0,1.2,50,21%
CCOC(=O)c1[nH]c2ccc(Br)cc2c1NC(=O)CCN1CCC(C)CC1,i,52,-0.82,851,7,824,0.098,-0.069,0.13,0.44,.,.,1.1,i,1.1,1.5,1.9,5.4,-10%
O=C(NCCc1ccc(Cl)cc1)c1cnc2n(c1=O)CCS2,i,38,0.29,1914,-3,698,.,.,.,.,-1.4,1103,1.1,i,2.0,.,.,.,4%
COc1ccccc1-n1c(=O)c(C#N)c(-c2ccc([N+](=O)[O-])cc2)c2cc(C(=O)c3ccccc3O)cnc21,i,14,-0.67,1013,2,648,-0.32,-0.76,0.015,-0.51,0.5,1263,.,i,0.1,.,.,.,.
CCCCCn1c(=O)[nH]c2cc(C(=O)NCc3ccco3)ccc2c1=O,i,28,.,.,-9,787,-0.36,-0.075,0.16,0.27,-8.9,1178,1.2,i,1.2,1.6,1.5,7.0,-3%

More records follow.
SMILES,T cell modulator,T cell modulator vesicle-bound %,Ins promoter up,Ins promoter up cell count,Hep lipid drop,Hep lipid drop cells 6.5 µM,Dynein transport,Dynein transport cytoplasmic EGFP,Dynein transport nuclear GR-EGFP,Dynein transport cell count,b-catenin transl,b-catenin transl cell count 5 µM,TNAP activation fold,Myeloid diff MLP,Myeloid diff MLP GFP+ MAC1+ %,MT stabilizer,MT stabilizer Hoechst-high %,MT stabilizer cytotoxicity %,human PMI inhibition
Cc1onc(-c2ccccc2)c1C(=O)Nc1ccc(S(=O)(=O)Nc2nccs2)cc1,i,10,0.85,1098,15,677,-0.041,-0.23,0.41,-0.59,0.0,1358,.,i,0.3,.,.,.,.
COC(=O)C(NC(=O)C(C)NC(=O)OCc1ccccc1)C(C)C (stereo not drawn),i,28,-0.25,1150,-14,706,0.16,-0.11,0.68,-0.46,1.7,1317,.,i,0.7,.,.,.,.
COc1ccccc1NC(=O)Nc1nnc(C(C)C)s1,i,34,0.85,1433,-3,503,1.9,-0.033,1,-1.4,-0.9,1039,1,i,0.5,3.9,2.5,0.4,24%
COc1ccccc1NC(=O)COc1cc(C)nc(C(C)C)n1,i,6,-0.71,1227,-1,807,-0.32,-0.22,0.2,-0.23,-0.7,1066,1.1,i,0.5,1.7,2.1,4.8,13%
Cc1nnc(SCC(=O)N(C)c2c(N)n(Cc3ccccc3)c(=O)[nH]c2=O)n1Cc1ccccc1,i,44,0.18,1232,-1,680,1.2,-0.31,0.89,-1.1,-2.1,1036,1.1,i,0.6,3.5,2.5,6.6,12%
